High-throughput results as filed in PubChem.
Integrin act MD – integrin-mediated muscular dystrophy alleviation activation. alpha7betagal myoblasts, beta-gal FDG fluorescence, 48 h. Potency, µM (titrated, usually from 38.3 µM), without a hit: top-dose activation, hits mostly activators. 0.064% of 350,000 active;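 also: potency is read from the fitted curve at half-maximal effect; 100% = response of the positive control SU9516; nearly all actives have a fitted effect of over 60% in size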
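alpha7betagal+/- myoblasts (passage 13, 250/well) treated 48 h at 37C with compounds at 1:260 dilution of DMSO stock. Lysed, then beta-galactosidase activity read as FDG fluorescence (ex 480/em 540) after 30 min, with pre-read for autofluorescence.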
Coupling enz – inhibits coupling enzyme system, counter-screen for aldolase hits; activity change, negative = inhibition, % at 58.2 µM, hits read low; coupling enzyme system counterscreen, AmpLite Red fluorescence; 0.67% of 290,000 active; AID 2472; in the data active = activity change below about -30%; also: % is scaled to controls: 0 for no effect and ±100 for the full control effect
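Counterscreen lacking aldolase: glyceraldehyde-3-phosphate coupling-enzyme reagent preincubated 10 min at RT with compound (at 57.5 uM final), then substrate/coupling system with AmpLite Red added; fluorescence read at 525/598 nm after 20 min RT.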
KCNH2 3.1 block – inhibitors of human KCNH2 3.1 potassium channel isoform. 0.95% of 340,000 active. activity change, % (tested at about 1.8 µM). U2OS KCNH2 3.1, thallium flux FluxOr; hits give low values;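 active = maximum activity change below -70%; inconclusive = maximum activity change from -70% to -50%; inactive = maximum activity change above -50%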;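 also: thallium influx rate constant from kinetic fluorescence after stimulation buffer; % is scaled to controls: 0 for no effect and ±100 for the full control effect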
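FluxOr-based Tl+ influx in U2OS cells transduced with KCNH2 3.1 virus; rate constants normalized to DMSO controls.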
GALK inh – inhibitors of human galactokinase; Potency, µM (titrated, usually from 57.5 µM), inactives show top-dose activity change, negative = inhibition, actives largely listed as inhibitors; Purified GALK, Kinase-Glo residual ATP luminescence; 0.007% of 270,000 active; AID 1868; also: potency is read from the fitted curve at half-maximal effect; % is scaled to controls: 0 for no effect and ±100 for the full control effect
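Kinase-Glo Plus luminescence measured ATP left after a 1 h room-temperature reaction. The reaction used 5 nM GALK, 100 uM galactose and 35 uM ATP at pH 8.0 (20 mM HEPES, 5 mM MgCl2, 60 mM NaCl, 1 mM DTT, 0.01% BSA).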
MBNL1 CUG block – blocks human MBNL1 binding to CUG repeat RNA. Potency, µM (series often up to 57.5 µM), for inactives: at the highest dose activity change, negative = inhibition, most hits filed as inhibitors. TR-FRET MBNL1-His/biotin-(CUG)12 binding, 665/545 ratio. Q9NR56. AID 2675. 0.036% of 280,000 active; active = well fitted inhibition curve with a large enough effect in the signal ratio, with a control signal flat, not every such curve was filed as active; inconclusive = small, poorly fitted or top-dose-only effect, or effect the other way, or a change in a side signal; inactive = no such curve, though single readings can be large or run the other way; the % refers to the signal ratio; also: potency is read from the fitted curve at half-maximal effect; % is scaled to controls: 0 for no effect and ±100 for the full control effect
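Ratiometric TR-FRET (665 over 545 nm, excitation 340 nm) tracks disruption of MBNL1-His/biotin-(CUG)12 complex after 60 min at room temperature, with compounds at 92 nM to 58 uM final.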
A-T KAP1 phos – candidate therapy for ataxia-telangiectasia | […] A-T fibroblasts, KAP-1 phosphorylation AlphaLISA; neocarzinostatin DNA damage 30 min before lysis | AID 485349 | 0.19% of 320,000 active | Potency, µM (highest dose often 57.5 µM), for inactives: at the highest dose activation, actives largely listed as activators; also: potency is read from the fitted curve at half-maximal effect; % of control where 0% means no effect; nearly all actives have a fitted effect of over 45% in size
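ATM-like activity read as KAP-1 phosphorylation via AlphaLISA donor/acceptor antibody pairs after lysis and 6 hr at 25C. Cells were ATM-null patient fibroblasts ([…], hTERT), dosed 60 min, then exposed to the DSB inducer NCS for 30 min.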
TRPV1 ag – human TRPV1 agonism; Q8NER1; activation, % at 8.33 µM; 0.19% of 320,000 active; TRPV1-expressing cells, Fluo-8 calcium influx, agonist mode; in the data active = activation above about 80%; inconclusive = between about 30% and that limit; also: 0% is about no effect
Target sequence (Q8NER1 whole entry, looked up): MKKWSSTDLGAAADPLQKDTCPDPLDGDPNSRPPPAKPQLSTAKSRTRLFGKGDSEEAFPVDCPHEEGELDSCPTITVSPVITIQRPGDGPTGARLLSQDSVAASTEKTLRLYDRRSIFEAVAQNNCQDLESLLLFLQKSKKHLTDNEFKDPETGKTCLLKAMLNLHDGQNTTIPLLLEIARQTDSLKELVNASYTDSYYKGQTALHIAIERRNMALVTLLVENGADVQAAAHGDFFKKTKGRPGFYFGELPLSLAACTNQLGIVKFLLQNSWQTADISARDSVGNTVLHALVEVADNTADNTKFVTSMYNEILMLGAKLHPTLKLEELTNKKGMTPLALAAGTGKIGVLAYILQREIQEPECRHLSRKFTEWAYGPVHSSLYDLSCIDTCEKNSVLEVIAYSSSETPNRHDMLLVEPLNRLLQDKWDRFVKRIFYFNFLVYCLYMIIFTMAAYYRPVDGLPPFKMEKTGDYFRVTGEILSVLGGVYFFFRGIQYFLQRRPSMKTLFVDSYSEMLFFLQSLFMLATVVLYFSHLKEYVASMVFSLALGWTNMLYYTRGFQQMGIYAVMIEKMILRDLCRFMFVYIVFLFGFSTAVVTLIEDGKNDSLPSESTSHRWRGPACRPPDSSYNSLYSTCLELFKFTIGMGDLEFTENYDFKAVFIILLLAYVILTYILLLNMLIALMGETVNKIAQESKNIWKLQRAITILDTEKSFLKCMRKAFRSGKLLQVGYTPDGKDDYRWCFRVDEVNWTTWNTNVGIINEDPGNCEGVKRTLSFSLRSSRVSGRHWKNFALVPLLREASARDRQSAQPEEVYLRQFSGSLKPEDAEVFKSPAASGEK
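Cells expressing TRPV1 were dye-loaded with Fluo-8 and read kinetically: 10 s baseline, 3 min after compound (agonist portion), then 2 min after EC20 capsaicin (allosteric enhancer portion). Calcium-bound dye fluorescence at 480/520 nm.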
CXXC DNA block – inhibitors of human MLL CXXC domain-DNA interaction | 0.037% of 290,000 active | Potency, µM (series often up to 115 µM), for inactives: at the highest dose activity change, negative = inhibition, usual class: inhibitors | Q03164 | MLL-CXXC / FITC-HOXA9 DNA fluorescence polarization | AID 2662; active = well fitted inhibition curve with a large enough effect in the polarisation, with a control signal flat, not every such curve was filed as active; inconclusive = small, poorly fitted or top-dose-only effect, or effect the other way, or a change in a side signal; inactive = no such curve, though single readings can be large or run the other way; the % refers to the polarisation; also: potency is read from the fitted curve at half-maximal effect
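Fluorescence polarization: 7 uM MLL-CXXC (stock) preincubated 5 min with compounds, then 50 nM fluorescein-HOX-A9 DNA (stock) added; 30 min ambient. Buffer 50 mM Tris-HCl pH 7.5, 50 mM NaCl, 1 mM DTT, 0.05% BSA.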
ASM inhibitor – blocks human secretory acid sphingomyelinase; P17405; placental ASM, HMU-PC fluorogenic substrate, 60 min; Potency, µM (titrated, usually from 57.5 µM), for the others: top-dose activity change, negative = inhibition, most hits filed as inhibitors; 0.006% of 340,000 active; also: potency is read from the fitted curve at half-maximal effect
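HMU-PC0 cleavage (9 uM final) by human placental ASM, 60 min at 37 °C following 10 min compound exposure at RT; stopped at pH 10, fluorescence Ex 386/Em 447 nm.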
KCNH2 WT inh – KCNH2 (human, wildtype) channel inhibition | Q12809 | U2OS, BacMam KCNH2, thallium flux FluxOr; hits give low values | activity change, % at 1.84 µM | 0.37% of 340,000 active;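 active = maximum activity change below -70%; inconclusive = maximum activity change between -70% and -50%; inactive = maximum activity change above -50%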; also: % is scaled to controls: 0 for no effect and ±100 for the full control effect
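U2OS cells transduced with wild-type KCNH2 virus are loaded with FluxOr dye for 45 min, and thallium flux is measured in kinetic reads before and after stimulation buffer. Rate constants are normalized to DMSO controls.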
Numbers without * were called inactive; [ ] = dose if it differs, or a comment. Unless noted, calls follow the shape of the dose curve; as a rule, active = well fitted curve in the direction sought with a large enough effect; inconclusive = small, poorly fitted or top-dose-only effect, or another doubt; inactive = no such curve, though single readings can be large; an effect the other way counts as inactive or inconclusive.

Screening N#CCC(=O)NCCCOC(=O)Nc1ccc(Cl)c(Cl)c1 returned Integrin act MD -21%, Coupling enz 1, KCNH2 3.1 block 9, GALK inh 3%, MBNL1 CUG block -1%, A-T KAP1 phos 5%, TRPV1 ag 5, CXXC DNA block -19%, ASM inhibitor -3% and KCNH2 WT inh -14.
For Cc1ccc2nc(/C(C#N)=C/c3ccc(-c4ccccc4C(=O)O)o3)[nH]c2c1 the results were Integrin act MD 5%, Coupling enz 26, KCNH2 3.1 block 7, GALK inh -16%, MBNL1 CUG block inconclusive, A-T KAP1 phos -7%, TRPV1 ag 20, CXXC DNA block inconclusive, ASM inhibitor -6% and KCNH2 WT inh 4.
`O=C(Nc1ccccc1Cl)c1cc[n+](Cc2ccc([N+](=O)[O-])cc2)cc1` gave Integrin act MD -6%, Coupling enz 0, KCNH2 3.1 block -15, GALK inh 12%, MBNL1 CUG block inconclusive, A-T KAP1 phos -1%, TRPV1 ag 1, CXXC DNA block 3% and ASM inhibitor -1%.
CC1=NN(c2cccc(Cl)c2)C(=O)C12CC(C)=C(C)CS2 (configuration not stated) was read as Integrin act MD 10%, Coupling enz 1, KCNH2 3.1 block -4, GALK inh 2%, MBNL1 CUG block -4%, TRPV1 ag -1, CXXC DNA block -2%, ASM inhibitor -3% and KCNH2 WT inh -2.
Cc1nn(C(C)(C)C)c(N)c1-c1ccccc1 was read as Integrin act MD -23%, Coupling enz -3, KCNH2 3.1 block 4, GALK inh 0%, MBNL1 CUG block -4%, A-T KAP1 phos 0%, TRPV1 ag -4, CXXC DNA block 0%, ASM inhibitor 3% and KCNH2 WT inh 7.
Screening Cc1cccc(-n2cccc2)c1C#N returned Integrin act MD -15%[7.66 µM], Coupling enz 0, KCNH2 3.1 block 6, GALK inh -1%, MBNL1 CUG block inconclusive, A-T KAP1 phos 1%, TRPV1 ag -1, CXXC DNA block -7%, ASM inhibitor 0% and KCNH2 WT inh -1.
For CN(CCc1cn[nH]c1)C(=O)CC1C(=O)NCCN1Cc1cccc(Oc2ccccc2)c1 (configuration not stated) the results were Integrin act MD 10%, Coupling enz -2, KCNH2 3.1 block 8, GALK inh -1%, MBNL1 CUG block -3%, A-T KAP1 phos 2%, TRPV1 ag 0, CXXC DNA block 17%, ASM inhibitor 11% and KCNH2 WT inh -11.
Screening O=S(=O)(c1ccc2c(c1)OCO2)N1CCN(c2nnnn2-c2ccccc2)CC1 returned Integrin act MD -20%[7.66 µM], Coupling enz -9, KCNH2 3.1 block -15, GALK inh 1%, MBNL1 CUG block 10%, A-T KAP1 phos inconclusive, TRPV1 ag 1, CXXC DNA block 11%, ASM inhibitor 3% and KCNH2 WT inh 7.
`CCOc1ccc(C2CC(=O)n3nc(C45CC6CC(CC(C6)C4)C5)nc3S2)cc1OC` (configuration not stated) gave Integrin act MD 7%, Coupling enz 3, KCNH2 3.1 block 6, GALK inh 3%, MBNL1 CUG block 4%, A-T KAP1 phos -4%, TRPV1 ag 4, CXXC DNA block -10%, ASM inhibitor -3% and KCNH2 WT inh 5.
`CCc1ccc(NC(=O)N2CCc3ccccc3C2)cc1` gave Integrin act MD 8%, Coupling enz -12, KCNH2 3.1 block -4, GALK inh -11%, MBNL1 CUG block -3%, A-T KAP1 phos inconclusive, TRPV1 ag inconclusive, CXXC DNA block -5%, ASM inhibitor -1% and KCNH2 WT inh 0.
For [2H]c1c([2H])c([2H])c(C(=O)c2sc(N3CCCCCC3)nc2-c2ccccc2)c([2H])c1[2H] the results were Integrin act MD -18%, Coupling enz -1, KCNH2 3.1 block 6, GALK inh -5%, MBNL1 CUG block 51%[activator], A-T KAP1 phos 11%, TRPV1 ag 20, CXXC DNA block 0%, ASM inhibitor -10% and KCNH2 WT inh 7.
Screening O=C(Nc1cccc(F)c1)/C(=C/c1ccco1)NC(=O)c1ccco1 returned Integrin act MD 15%, KCNH2 3.1 block -12, GALK inh -11%, MBNL1 CUG block 4%, A-T KAP1 phos 0%, TRPV1 ag -1, CXXC DNA block 6%, ASM inhibitor 0% and KCNH2 WT inh 13.
O=C(O)CCC(=O)Nc1ccccc1C(=O)NC1CCCCC1 was read as Integrin act MD 1%, Coupling enz 1, KCNH2 3.1 block -2, GALK inh -3%, MBNL1 CUG block 6%, A-T KAP1 phos -1%, TRPV1 ag -2, CXXC DNA block 0%, ASM inhibitor 3% and KCNH2 WT inh -9.
Screening Nc1cc(C(=O)OCC(=O)Nc2cccc(S(=O)(=O)N3CCOCC3)c2)ccc1Cl returned Integrin act MD -2%, KCNH2 3.1 block -2, A-T KAP1 phos 7%, ASM inhibitor -2% and KCNH2 WT inh -4.
For C=CCOC(=O)COc1ccc2c(C)c(C)c(=O)oc2c1 the results were Integrin act MD 44%[7.66 µM], Coupling enz 4, KCNH2 3.1 block 5, GALK inh 1%, MBNL1 CUG block 13%, TRPV1 ag 8, CXXC DNA block -2%, ASM inhibitor 2% and KCNH2 WT inh -13.
O=C(OCC(=O)c1ccccc1Br)c1ccccn1 was read as Integrin act MD -11%, Coupling enz -1, KCNH2 3.1 block -16, GALK inh 2%, MBNL1 CUG block -5%, A-T KAP1 phos 9%, TRPV1 ag -2, CXXC DNA block -13%, ASM inhibitor 2% and KCNH2 WT inh 1.
`COc1ccc(-n2nc(C(=O)NCC(=O)N3CCN(c4ccccc4F)CC3)c3ccccc3c2=O)cc1` gave Integrin act MD -3%, Coupling enz 1, KCNH2 3.1 block 9, GALK inh 6%, MBNL1 CUG block inconclusive, A-T KAP1 phos 2%, TRPV1 ag 4, CXXC DNA block -23%, ASM inhibitor -1% and KCNH2 WT inh 2.
Screening CC1=C(C(N)=O)C(c2ccc(Cl)cc2)n2nc(CCCO)nc2N1 (configuration not stated) returned Integrin act MD 43%, Coupling enz -1, KCNH2 3.1 block -3, MBNL1 CUG block -1%, A-T KAP1 phos 17%, TRPV1 ag 0, CXXC DNA block -1%, ASM inhibitor 3% and KCNH2 WT inh -5.
`Cc1nc2nc(SCC(=O)NCCN3CCOCC3)nn2c(C)c1Cc1ccccc1` gave Integrin act MD 0%, Coupling enz 4, KCNH2 3.1 block 17, GALK inh 1%, MBNL1 CUG block -9%, TRPV1 ag 5, CXXC DNA block -12%, ASM inhibitor -2% and KCNH2 WT inh 6.
Screening CCCCC(CC)C(=O)Nc1ccc(Cl)cn1 (configuration not stated) returned Integrin act MD -8%, Coupling enz 1, KCNH2 3.1 block -1, GALK inh -3%, MBNL1 CUG block 0%, A-T KAP1 phos 6%, TRPV1 ag 2, CXXC DNA block -4%, ASM inhibitor 1% and KCNH2 WT inh 5.
`CCOC(=O)C1=C(C)NC(=S)N(C(C)=O)C1c1ccc(Cl)cc1` (configuration not stated) gave Integrin act MD -4%, Coupling enz -4, KCNH2 3.1 block 0, GALK inh 0%, MBNL1 CUG block -8%, A-T KAP1 phos 5%, TRPV1 ag 1, CXXC DNA block -2%, ASM inhibitor -2% and KCNH2 WT inh -5.
`CCOC(=O)c1c(S(=O)(=O)Nc2ccc(C)cn2)c(C)n(C)c1C` gave Integrin act MD 6%, KCNH2 3.1 block 0, GALK inh -3%, MBNL1 CUG block -8%, A-T KAP1 phos 10%, TRPV1 ag 1, CXXC DNA block 3%, ASM inhibitor 5% and KCNH2 WT inh 2.
For CCN(CC(=O)NCc1ccc(Cl)cc1)C(=O)/C=C/c1ccccc1 the results were Integrin act MD 5%, Coupling enz 2, KCNH2 3.1 block -22, GALK inh 14%, MBNL1 CUG block 2%, A-T KAP1 phos 1%, TRPV1 ag 14, CXXC DNA block -14%, ASM inhibitor -2% and KCNH2 WT inh 8.

Grouped by structure, the entries above with a cyano group
Screening N#CCC(=O)NCCCOC(=O)Nc1ccc(Cl)c(Cl)c1 returned Integrin act MD -21%, Coupling enz 1, KCNH2 3.1 block 9, GALK inh 3%, MBNL1 CUG block -1%, A-T KAP1 phos 5%, TRPV1 ag 5, CXXC DNA block -19%, ASM inhibitor -3% and KCNH2 WT inh -14.
For Cc1ccc2nc(/C(C#N)=C/c3ccc(-c4ccccc4C(=O)O)o3)[nH]c2c1 the results were Integrin act MD 5%, Coupling enz 26, KCNH2 3.1 block 7, GALK inh -16%, MBNL1 CUG block inconclusive, A-T KAP1 phos -7%, TRPV1 ag 20, CXXC DNA block inconclusive, ASM inhibitor -6% and KCNH2 WT inh 4.
Screening Cc1cccc(-n2cccc2)c1C#N returned Integrin act MD -15%[7.66 µM], Coupling enz 0, KCNH2 3.1 block 6, GALK inh -1%, MBNL1 CUG block inconclusive, A-T KAP1 phos 1%, TRPV1 ag -1, CXXC DNA block -7%, ASM inhibitor 0% and KCNH2 WT inh -1.

Rows were taken by chance. About 2% of those tested had a hit in this group.
